Screening data as filed in PubChem.
ROC1-CUL1 inh = human ROC1-CUL1 E3 ligase inhibition; AID 1347404; P62877+Q13616; inhibition, % at 10 µM; 140,000 compounds, 0.6% hits; in vitro K48 di-Ub FRET, acceptor:donor ratio, 45 min; in the data active = inhibition above about 25%
Target sequence (P62877 whole entry, looked up): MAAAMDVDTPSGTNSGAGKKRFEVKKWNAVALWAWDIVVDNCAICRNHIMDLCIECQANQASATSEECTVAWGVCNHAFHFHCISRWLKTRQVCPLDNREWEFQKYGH
Target sequence (Q13616 whole entry, looked up): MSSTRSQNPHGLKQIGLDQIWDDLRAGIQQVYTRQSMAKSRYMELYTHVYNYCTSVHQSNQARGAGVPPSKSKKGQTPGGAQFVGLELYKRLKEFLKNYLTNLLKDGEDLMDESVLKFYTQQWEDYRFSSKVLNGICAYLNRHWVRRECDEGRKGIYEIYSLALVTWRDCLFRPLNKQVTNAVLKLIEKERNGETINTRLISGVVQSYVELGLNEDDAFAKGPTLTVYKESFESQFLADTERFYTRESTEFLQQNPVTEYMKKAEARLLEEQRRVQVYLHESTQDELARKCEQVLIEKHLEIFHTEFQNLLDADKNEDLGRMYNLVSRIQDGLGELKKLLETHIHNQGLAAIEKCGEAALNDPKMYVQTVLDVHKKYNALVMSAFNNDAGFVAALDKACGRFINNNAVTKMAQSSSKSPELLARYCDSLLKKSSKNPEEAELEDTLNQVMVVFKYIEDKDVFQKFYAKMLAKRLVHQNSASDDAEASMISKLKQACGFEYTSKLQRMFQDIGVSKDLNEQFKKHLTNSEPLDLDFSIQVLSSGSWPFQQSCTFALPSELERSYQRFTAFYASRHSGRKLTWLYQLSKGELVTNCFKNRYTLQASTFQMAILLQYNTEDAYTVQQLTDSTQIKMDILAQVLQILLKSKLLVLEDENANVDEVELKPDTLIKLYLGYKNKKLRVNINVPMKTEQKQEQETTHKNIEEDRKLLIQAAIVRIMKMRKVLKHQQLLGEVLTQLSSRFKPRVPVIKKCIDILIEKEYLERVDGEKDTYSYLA
Numbers without * were called inactive. The list is partial; rates above refer to the full screens.

SMILES | ROC1-CUL1 inh
c1cnn(CCCNCCCn2cccn2)c1 | 1
COc1ccc(C2NC(C(=O)O)Cc3c2[nH]c2ccccc32)cc1Cn1nnc2ccccc21 (stereo unspecified) | -13
COc1ccc(-c2cc(OC(=O)c3ccccc3Cl)c3c(C)oc(C)c3c(=O)c2)cc1OC | -4
Cc1ccccc1CN1CCC(CNC(=O)c2cc3ccc4cccnc4c3[nH]2)CC1 | 2
COC1CCCC(C(N)=O)CC1 (stereo unspecified) | 14
COc1ccccc1N1CCN(S(=O)(=O)c2ccc(NC(C)=O)cc2)CC1 | -3
COc1ccc(CN2CCOC(Cc3ccccc3)C2)cc1OC (stereo unspecified) | -1
COc1cccc(CNC(=O)c2ccc3c(c2)N(C)C(=O)C2CCCCN32)c1 (stereo unspecified) | -6
CCC(OC(=O)c1ccc(C)c(NC(C)=O)c1)C(=O)c1ccccc1 (stereo unspecified) | -1
COc1ccc(C2c3c(n[nH]c3C34CC5CC(CC(C5)C3)C4)OC(=N)C2C#N)c(OC)c1OC (stereo unspecified) | -2
Cc1cccc(C(=O)NC2CCCCC2)c1 | -7
CC(=O)c1cccc(-n2c(=O)c3c4c(sc3n(Cc3ccccc3Cl)c2=O)CN(C(C)=O)CC4)c1 | -3
CCOc1snc(Cl)c1C#N | -11
COc1ccc(-c2cc(-c3ccccc3)nc(SCc3nc(N)nc(N4CCOCC4)n3)c2C#N)cc1 | 5
Cc1ccc(CNC(=O)CCc2cn(Cc3ccc(C)cc3)c3ccccc23)cc1 | -7
NC(c1ccccc1)(c1ccc(Cl)cc1)c1ncc[nH]1 (stereo unspecified) | -1
COc1cccc(C(=O)N2c3nc(-c4ccco4)nn3C3(CCCCC3)[C@@H]3CCCC[C@@H]32)c1 | -4
O=C(Nc1ccc(OCC2CCCO2)cc1)C1CCCCC1 (stereo unspecified) | 4
N#CCSc1nnc(C(O)C(O)c2nnc(SCC#N)n2-c2ccccc2)n1-c1ccccc1 (stereo unspecified) | 5
CN1CCSc2ccc(C(=O)NCc3ccccc3F)cc21 | 7
CCC(=O)Nc1ccc(CC)cc1-c1nc2ccccc2n(CC(=O)c2ccc(OC)cc2)c1=O | 4
CCOC(=O)CNC(=O)c1cc2c(=O)n3cccc(C)c3nc2s1 | 1
C1=C(CCNCC2CCCCC2)CCCC1 | -1
Clc1ccc(-c2ncc3ccccc3n2)cc1 | -3
CC(=O)Nc1ccc(-c2nnc3n(Cc4ccc(C)cc4)c(=O)c4ccccc4n23)cc1 | -11
C(/CN1CCN(c2ncccn2)CC1)=C1/c2ccccc2CSc2ccccc21 | -1
Cc1cc(Br)cc(Br)c1OCC(=O)Nc1ccc(N(C)C)cc1 | -8
CC(C)(C)c1ccc(C(C)(C)C)c(N=Cc2c(O)ccc3ccccc23)c1 | -3
C=CCOc1c(Br)cc(C2C(C(=O)OCC)=C(C)OC(=N)C2C#N)cc1OC (stereo unspecified) | -10
O=C(O)c1cc(C2CC2)n(C2CCS(=O)(=O)C2)n1 (stereo unspecified) | 9
CCn1cc(C(=O)O)c(=O)c2cnc(N3CCN(C(=S)Nc4cc(OC)ccc4OC)CC3)nc21 | 6
C#CCC(C(=O)c1ccccc1)C(=O)C(C)(C)OC (stereo unspecified) | 4
Cc1cc(C)c2c(Nc3csc4nc(C)cc(C)c34)csc2n1 | -8
Cn1cc(Br)c(C(=O)Nc2sc3c(c2C(N)=O)CCCCC3)n1 | 4
Nc1c(C(=O)NCc2ccc(Cl)cc2)sc2nc(-c3ccc(F)cc3)ccc12 | -7
CCOCCCNC(=O)c1ccc(OCC)cc1 | 2
CCc1nnc(NC(=O)CSc2nc3c([nH]c4ccccc43)c(=O)n2-c2ccc(F)cc2)s1 | -1
COc1cccc(-c2n[nH]c3c2C(c2cccc(O)c2)N(C)C3=O)c1 (stereo unspecified) | 3
CCN1CCN(C2Cc3ccc(F)cc3Sc3ccc(C(C)C)cc32)CC1 (stereo unspecified) | 0
Cc1ccc(NC(=O)N2CCCCCC2)cc1C | -7
Cc1cccc(CN2CCCC(C(=O)Nc3ccccc3Oc3cccnc3)C2)n1 (stereo unspecified) | -2
Cn1c(CN2CCN(CC#N)CC2)c(C#N)c2ccccc21 | -11
CCC(C)c1ccccc1OCC(=O)Nc1cccc(-c2nnc(-c3ccco3)o2)c1 (stereo unspecified) | 0
CN(C)c1ccc(/C=N\NC(=O)Cn2cnc3ccccc3c2=O)cc1 | 4
O=c1cc(CN2CCc3ccccc32)nc2sccn12 | 10
O=C(CS(=O)(=O)c1ccc2ccccc2c1)Nc1ccccc1Cl | 5
O=C(NCC1CCCO1)c1ccc(Cl)cc1 (stereo unspecified) | -10
CCCN(C(=O)COc1cc(=O)n(CC)c2ccccc12)c1ccc(C(C)C)cc1 | -7
Cc1c(C(=O)c2cc(Cl)ccc2Cl)cnc2cc3c(cc12)OCO3 | -2
CCOc1ccc(-c2cc3c(=O)n(CC(=O)NCc4ccc(F)cc4)ccn3n2)cc1 | -5
CC(=O)NC(C(=O)N/N=C/c1ccc(N(C)C)cc1)C(=O)N/N=C/c1ccc(N(C)C)cc1 | -4
Cc1cc(C)nc(CNCc2cccc(OCC(O)CN3CCOCC3)c2)n1 (stereo unspecified) | -4
COc1ccccc1N1CCN(C2CC(=O)N(c3cccc(C)c3)C2=O)CC1 (stereo unspecified) | -2
COc1ccc(C2c3c(n[nH]c3-c3ccc(Cl)c(Cl)c3)OC(=N)C2C#N)c(OC)c1OC (stereo unspecified) | -2
COc1cnn(-c2ccc([N+](=O)[O-])cc2)c(=O)c1Cl | 8
CCOC(=O)CSc1nc(-c2ccccc2)cc(-c2cc(OC)c(OC)c(OC)c2)c1C#N | 7
CN(C)c1ccc(/C=C/c2nc3ccccc3c(=O)[nH]2)cc1 | -5
Cc1cc2c(cc1NS(=O)(=O)c1ccc(F)cc1)n(C)c(=O)c(=O)n2C | 10
Cc1ccc(NC(=O)COc2ccc3oc4c(c3c2)CCCC4)cc1C | 7
COc1ccc(OC)c(Nc2sc(C(=O)c3ccccc3)c(N)c2S(=O)(=O)c2ccccc2)c1 | -9
Later entries
SMILES | ROC1-CUL1 inh
Cc1oc2ccc(O)c(CN3CCCC3)c2c1C(=O)Nc1cccc(Cl)c1C | -8
CCc1nn(CCCC(=O)N2CCN(c3ccc(OC)cc3)CC2)c(=O)c2cc3occc3n12 | 0
O=C(COc1ccc2ccccc2c1)NCC(=O)N/N=C/c1cccs1 | 5
Cc1ccc(CNC(=O)c2cc(C3CC3)nc3c2c(C)nn3-c2cccc(Cl)c2C)cc1 | -6
O=C(NC1(c2ccccc2)CC1)c1coc(CN2CCN(c3ncccn3)CC2)n1 | -5
O=C(c1ccc2nccnc2c1)N1CCCC(N2CCc3ccccc3C2)C1 (stereo unspecified) | -3
Clc1ccc(C=Nc2ccc(Cl)cc2Cl)cc1 | 4
CC(C)(C)C1CCc2c(sc3nc(-c4cc5cc(Cl)ccc5oc4=O)[nH]c(=O)c23)C1 (stereo unspecified) | 1
Cc1csc(=NC(=O)c2ccccc2)n1-c1ccccc1 | -9
CSc1nc(N)nc(SCC(=O)Nc2cccc(C(F)(F)F)c2)c1C#N | -5
CCCC(=O)Nc1nnc(SCC(=O)N2CCN(c3ccccc3)CC2)s1 | 2
CC(=O)c1ccc(NC(=O)c2cccc(NC(=O)N3CCSc4ncccc43)c2)cc1 | -3
Cc1ccc(-c2nnc(-n3nnc4cc(C)c(C)cc43)c3ccccc23)cc1C | 5
COc1nc2ccc(F)c(N)c2s1 | 6
Cc1nn(C)c(C)c1/C=C/C(=O)c1ccccc1 | -2
CCCn1c(CN2CCN(c3cccc(Cl)c3)CC2)nc2c1c(=O)[nH]c(=O)n2C | 2
COc1ccccc1Nc1cc(C)nc2c(C)cc(C)cc12 | -6
CCOC(=O)N1CCN(C2CCCN(C(=O)Cn3cnnn3)C2)CC1 (stereo unspecified) | -1
CCc1nn(CC(=O)N(C)Cc2ccccc2)c(=O)c2cc3sccc3n12 | 2
Nc1c(C(=O)Nc2ccc(Br)cc2Br)sc2nc(-c3ccncc3)ccc12 | -10
CC1Cc2cc(C(=O)C3C(=O)C(=O)N(CCN4CCOCC4)C3c3cccc4ccccc34)ccc2O1 (stereo unspecified) | 12
O=C1C(=O)N(CN2CC=CCC2)c2ccc(Br)cc21 | 4
CC(=O)Nc1cccc(/C(C)=N/NC(=O)CN(c2ccc(Cl)c(Cl)c2)S(=O)(=O)c2ccccc2)c1 | -8
CSc1nc(N)c(C#N)s1 | 1
C=CCNC(=S)NC1(C)CCS(=O)(=O)C1 (stereo unspecified) | 5
Cc1ccccc1N=CC=Nc1ccccc1C | -7
CC(C)N=C1CC(=O)CC(c2ccccc2)C1 (stereo unspecified) | -4
Cc1ccc(-c2nc3ccccc3o2)cc1NC(=O)Cc1ccc(Cl)cc1 | 12
COc1cccc(CNC(=O)CCC2CCCN(S(=O)(=O)c3c(C)noc3C)C2)c1 (stereo unspecified) | 11
CCOc1ccc(NC(=O)c2ccc(C(C)(C)C)cc2)cc1 | -6

A draw from above in order of formula weight, highest first.
SMILES | ROC1-CUL1 inh
CC(=O)Nc1cccc(/C(C)=N/NC(=O)CN(c2ccc(Cl)c(Cl)c2)S(=O)(=O)c2ccccc2)c1 | -8
Nc1c(C(=O)Nc2ccc(Br)cc2Br)sc2nc(-c3ccncc3)ccc12 | -10
CC1Cc2cc(C(=O)C3C(=O)C(=O)N(CCN4CCOCC4)C3c3cccc4ccccc34)ccc2O1 (stereo unspecified) | 12
CC(C)(C)C1CCc2c(sc3nc(-c4cc5cc(Cl)ccc5oc4=O)[nH]c(=O)c23)C1 (stereo unspecified) | 1
COc1cccc(CNC(=O)CCC2CCCN(S(=O)(=O)c3c(C)noc3C)C2)c1 (stereo unspecified) | 11
CC(=O)c1ccc(NC(=O)c2cccc(NC(=O)N3CCSc4ncccc43)c2)cc1 | -3
CCCn1c(CN2CCN(c3cccc(Cl)c3)CC2)nc2c1c(=O)[nH]c(=O)n2C | 2
CSc1nc(N)nc(SCC(=O)Nc2cccc(C(F)(F)F)c2)c1C#N | -5
CCc1nn(CC(=O)N(C)Cc2ccccc2)c(=O)c2cc3sccc3n12 | 2
Cc1ccc(-c2nnc(-n3nnc4cc(C)c(C)cc43)c3ccccc23)cc1C | 5
O=C(c1ccc2nccnc2c1)N1CCCC(N2CCc3ccccc3C2)C1 (stereo unspecified) | -3
CCOC(=O)N1CCN(C2CCCN(C(=O)Cn3cnnn3)C2)CC1 (stereo unspecified) | -1
O=C1C(=O)N(CN2CC=CCC2)c2ccc(Br)cc21 | 4
Cc1csc(=NC(=O)c2ccccc2)n1-c1ccccc1 | -9
COc1ccccc1Nc1cc(C)nc2c(C)cc(C)cc12 | -6
Clc1ccc(C=Nc2ccc(Cl)cc2Cl)cc1 | 4
C=CCNC(=S)NC1(C)CCS(=O)(=O)C1 (stereo unspecified) | 5
Cc1nn(C)c(C)c1/C=C/C(=O)c1ccccc1 | -2
Cc1ccccc1N=CC=Nc1ccccc1C | -7
CC(C)N=C1CC(=O)CC(c2ccccc2)C1 (stereo unspecified) | -4
COc1nc2ccc(F)c(N)c2s1 | 6
CSc1nc(N)c(C#N)s1 | 1

Sorted by value in ROC1-CUL1 inh (lowest first): some entries from above.
SMILES | ROC1-CUL1 inh
C=CCOc1c(Br)cc(C2C(C(=O)OCC)=C(C)OC(=N)C2C#N)cc1OC (stereo unspecified) | -10
CC(C)N=C1CC(=O)CC(c2ccccc2)C1 (stereo unspecified) | -4
CCOCCCNC(=O)c1ccc(OCC)cc1 | 2

More compounds
SMILES | ROC1-CUL1 inh
COc1ccc(C2c3c(n[nH]c3-c3ccccc3)OC(=N)C2C#N)cc1CSc1ccccn1 (stereo unspecified) | 10
CCSC1=NC2(CCN(C(=O)NC3CCCCC3)CC2)N=C1c1ccc(C)c(C)c1 | -1
CCc1ccc(NC(=O)CSc2nc(-c3ccccc3)no2)cc1 | -7
COc1ccc(-c2nc3ccc(Cl)cc3nc2-c2ccc(OC)cc2)cc1 | 4
CCOCCCNC(=O)c1cc2c(=O)[nH]c3ccccc3c2n1C | 3
COc1cccc(-n2c(SCC(=O)c3ccccc3)nc3c([nH]c4ccccc43)c2=O)c1 | -3
COc1ccccc1/C=C1/C(=O)NN(c2ccc(F)cc2)C1=O | -6
COc1ccccc1N1CCN(C(CNC(=O)C(=O)NCCN(C)C)c2cccnc2)CC1 (stereo unspecified) | -1
C/C(=N/NC(=O)c1cc(Cl)ccc1O)C12CC3CC(CC(C3)C1)C2 | 0
CCCCN(CC)CCNC(=O)Cn1cc2c(n1)-c1c(oc(C(=O)N3CCCC3)c1C)CC2 | -3
CCCc1nn2c(=O)cc(COC(=O)c3cccs3)nc2s1 | -8
CCC1CN(C(=O)N2CCC(C(=O)N3CCN(c4ccccc4)CC3)CC2)c2ccccc2O1 (stereo unspecified) | 9
O=C(Nc1ccccc1)N(Cc1c[nH]c2ccccc12)C1CCCCCC1 | -2
Cc1ccc(-c2nc3n(n2)Cc2ccccc2-3)cc1 | -2
O=S(=O)(c1cnccc1N1CCN(CCO)CC1)N1CCOCC1 | 2
CCOC(=O)C1CCN(S(=O)(=O)c2cc(C(=O)N3CCCCC3)ccc2OC)CC1 | 11
CC1CN(Cc2cccc(OCCO)c2)Cc2cc(Cl)ccc2O1 (stereo unspecified) | 5
N#Cc1cnn(-c2ccccc2)c1N=CN1CCOCC1 | 10
CCOC(=O)CNC(=O)N1CCOC(Cc2ccc(OC)cc2)C1 (stereo unspecified) | -11
COCc1nnn(-c2nonc2N)c1C(=O)NNC(=O)c1ccccc1Br | 1
Cc1ccccc1N=C1S/C(=C\c2ccc(N(C)C)cc2)C(=O)N1c1ccccc1C | -16
Cc1cccc(-n2c(=O)c3ccccc3n(Cc3ccc(F)cc3)c2=O)c1 | 10
O=[N+]([O-])c1ccc2c(C=Nc3cccc(-c4nc5ccccc5o4)c3)c(O)ccc2c1 | -5
CC1CCCN(c2csc3ccccc3c2=O)C1 (stereo unspecified) | 3
CCc1nnc(SCc2ccc(F)cc2)n1CC | -2
CCc1cccc(NC(=O)Cc2nc(-c3ccc(OC)cc3)no2)c1 | 14
CNC(=O)CSc1nc(-c2ccccc2)cs1 | -5
S=C(Nc1ccc(Oc2ccccc2)cc1)N1CCN(Cc2ccccc2)CC1 | 14
CN(C)/C=C(\C(=O)c1ccc(F)c(F)c1)c1nnnn1-c1ccc(Cl)cc1 | -1
CN(C)CCN(CC1CCCN(Cc2ccccc2F)C1)C(=O)c1ccsc1 (stereo unspecified) | -9
Cc1ccccc1-c1noc(-c2ccc(NCc3ccccn3)nc2)n1 | 10
CC(=O)C1C(=O)CC(c2ccccc2)CC1=NCCc1ccccc1 (stereo unspecified) | 5
COc1ccc(Cl)cc1C(=O)NCC(c1ccc(N(C)C)cc1)N1CCCC1 (stereo unspecified) | -2
